Screening data as filed in PubChem BioAssay.
GSTO1 counter = counter-screen for RBBP9 inhibitors: inhibitors of human GSTO1; P78417; recombinant GSTO1, activity-based probe fluorescence polarization; inhibition, % at 5.96 µM; actives 1.1% (n = 300,000); AID 1974;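 active means inhibition above the campaign mean inhibition plus 3 SD, cut at about 35% in these data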;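 further: 0% = GSTO1-1 with DMSO and 100% = wells lacking GSTO1-1 enzyme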
Target sequence (P78417 whole entry, looked up): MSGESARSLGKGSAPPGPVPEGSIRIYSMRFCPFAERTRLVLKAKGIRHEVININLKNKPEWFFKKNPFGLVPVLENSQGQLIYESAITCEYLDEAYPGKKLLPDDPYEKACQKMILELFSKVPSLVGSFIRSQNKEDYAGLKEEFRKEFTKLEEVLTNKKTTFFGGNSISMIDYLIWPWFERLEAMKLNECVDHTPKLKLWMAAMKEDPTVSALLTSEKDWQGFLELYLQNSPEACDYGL
EBNA-1 inh = blocks EBNA-1 binding to DNA. EBNA-1 DNA binding, fluorescence polarization. actives 0.34% (n = 300,000). inhibition, % at 14.8 µM; in the data active means inhibition above about 28%
LYPLA2 counter = LYPLA2 (human) inhibition in PME1 counter-screen; AID 2177; O95372; actives 0.38% (n = 320,000); recombinant LYPLA2, FP-Rh probe fluorescence polarization; inhibition, % at 5.9 µM;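 active means inhibition above the screen-wide mean plus 3 SD, limit set per campaign, cut at about 26% in these data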;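 further: 0% = LYPLA2 with DMSO and 100% = wells lacking LYPLA2 enzyme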
ZTA counter = ZTA (EBV) inhibition in EBNA-1 counter-screen | inhibition, % at 11 µM | ZTA-DNA binding, fluorescence polarization | AID 2234 | actives 0.15% (n = 320,000); in the data active means inhibition above about 33%
PREPL inh = inhibitors of human prolyl oligopeptidase-like enzyme PREPL; Q4J6C6; recombinant PREPL, fluorescence polarization activity-based probe; inhibition, % at 5.96 µM; actives 0.68% (n = 320,000); in the data active means inhibition above about 43%;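 further: 0% = enzyme with DMSO and 100% = wells lacking enzyme; many of its hits are not listed in these tables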
PAFAH2 FP inh = PAFAH2 (human) inhibition; inhibition, % at 3.39 µM; actives 0.99% (n = 340,000); recombinant PAFAH2, FP-rhodamine activity probe, fluorescence polarization;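 active means inhibition above the mean over all tested compounds plus 3 SD, cut at about 30% in these data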;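 further: inhibitors block probe labeling of enzyme so polarization drops; 0% = enzyme with DMSO and 100% = wells lacking PAFAH2 protein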
LYPLA1 counter = LYPLA1 (human) inhibition in PME1 counter-screen. AID 2174. inhibition, % at 5.9 µM. O75608. actives 0.16% (n = 320,000). recombinant LYPLA1, FP-Rh probe fluorescence polarization;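 active means inhibition above the mean of all tested compounds plus 3 SD, set per campaign, cut at about 14% in these data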;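 further: inhibitors block serine hydrolase probe labeling of LYPLA1 so polarization falls; 0% = enzyme with DMSO and 100% = wells lacking LYPLA1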
PAFAH1B3 FP inh = PAFAH1B3 (human) inhibition; Q15102; inhibition, % at 3.39 µM; recombinant PAFAH1B3, FP-rhodamine probe, fluorescence polarization; actives 0.28% (n = 340,000); AID 492972;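 active means inhibition above the screen-wide average of all tested compounds plus 3 SD, cut at about 25% in these data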;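 further: 0% = enzyme with DMSO only and 100% = wells lacking PAFAH1B3 protein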
PAD4 inh = inhibitors of human PAD4; recombinant PAD4, RCA probe fluorescence polarization; inhibition, % at 6.36 µM; actives 0.41% (n = 330,000); AID 485272;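 active means percent inhibition above a cutoff equal to the mean of all tested compounds plus 3 SD, cut at about 15% in these data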;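 further: 0% = PAD4 with RCA probe and DMSO and 100% = probe without PAD4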
Target sequence (Q9UM07 whole entry, looked up): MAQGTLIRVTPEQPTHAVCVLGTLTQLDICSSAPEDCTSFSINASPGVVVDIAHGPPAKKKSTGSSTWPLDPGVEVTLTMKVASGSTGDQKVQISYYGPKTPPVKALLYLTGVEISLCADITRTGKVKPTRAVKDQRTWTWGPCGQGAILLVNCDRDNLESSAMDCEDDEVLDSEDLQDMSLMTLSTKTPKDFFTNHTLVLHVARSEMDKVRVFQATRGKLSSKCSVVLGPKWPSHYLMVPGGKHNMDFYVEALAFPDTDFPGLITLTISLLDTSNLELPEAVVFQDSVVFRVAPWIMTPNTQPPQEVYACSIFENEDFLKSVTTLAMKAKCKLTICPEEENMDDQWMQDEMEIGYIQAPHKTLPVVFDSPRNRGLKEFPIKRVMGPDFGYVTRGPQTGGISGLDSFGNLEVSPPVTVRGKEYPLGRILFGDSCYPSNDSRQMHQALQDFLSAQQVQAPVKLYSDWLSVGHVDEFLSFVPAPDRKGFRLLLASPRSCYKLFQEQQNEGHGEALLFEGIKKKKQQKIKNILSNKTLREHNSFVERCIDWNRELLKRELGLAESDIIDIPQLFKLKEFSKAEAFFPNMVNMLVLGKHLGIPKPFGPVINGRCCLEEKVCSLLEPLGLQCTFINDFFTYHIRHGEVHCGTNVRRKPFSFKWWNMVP
Starred values were filed as active, the others as inactive; / = no result given.

SMILES,GSTO1 counter,EBNA-1 inh,LYPLA2 counter,ZTA counter,PREPL inh,PAFAH2 FP inh,LYPLA1 counter,PAFAH1B3 FP inh,PAD4 inh
CC(C)OC(=O)c1ccc(NC(=O)c2cncc(Br)c2)cc1,1,-6,2,-16,8,-5,-4,1,2
O=C(/C=C/c1ccc(Cl)cc1Cl)n1cccn1,-1,3,4,-6,9,-2,-1,7,3
O=C(CCSCCc1ccccn1)Nc1nccs1,4,-8,2,-11,-2,-4,1,7,0
COc1ccc(OC)c(NC(=S)N(CCc2c(C)[nH]c3ccc(C)cc23)Cc2cccs2)c1,0,7,0,3,14,5,-7,8,4
O=c1[nH]cnc2c1ncn2[C@@H]1O[C@H](COS(=O)(=O)O)[C@@H](O)[C@H]1O,/,/,/,/,18,3,/,4,0
COc1ccc(-c2sc3ccccc3c2C#CCCO)cc1,-4,5,-11,3,13,-1,-5,-4,1
CN1C2CCC1/C(=C\c1ccccc1F)C(=O)/C2=C/c1ccccc1F,-4,10,-4,-2,3,1,0,-3,-2
O=C1CS/C(=N\c2ccccn2)N1C1CCCCC1,4,-5,-7,15,6,-6,-6,2,1
CCOCCCNC(=O)c1cc2c(=O)[nH]c3ccccc3c2s1,0,6,2,-13,4,-3,0,-2,1
CCc1c(C)nc(SCC(=O)NNC(=O)c2ccco2)[nH]c1=O,8,1,-5,17,-4,2,-1,4,2
CC(C)NC(=O)c1ccc(CN2CCC(Cc3ccccc3)CC2)cc1,-5,-6,-1,3,-4,1,-2,4,-1
C/C(=N\NC(=O)c1cccnc1)c1ccc(OC2OCCOC2Oc2ccc(/C(C)=N/NC(=O)c3cccnc3)cc2)cc1 (stereo not drawn),0,8,6,-21,10,-2,2,-4,-1
COc1cccc(C2=NOC(C(=O)NCc3ccc(F)cc3)C2)c1 (stereo not drawn),-2,-5,1,9,4,-7,0,4,-2
O=[N+]([O-])c1ccc(-c2nnc(-c3ccccc3)c(NCCCO)n2)cc1,-3,1,-2,-3,9,-3,0,-2,-4
CC(OC(=O)c1cccc(S(=O)(=O)N2CCCCCC2)c1)C(=O)Nc1ccc(S(N)(=O)=O)cc1 (stereo not drawn),-2,2,-3,5,-7,-1,-1,2,-4
Cc1ccc(N(CC(O)CN2C(=O)NC(C)(C)C2=O)S(=O)(=O)c2ccc(C)cc2)cc1 (stereo not drawn),22,2,2,-4,17,0,0,8,0
O=C(CCc1nc(-c2ccccc2Cl)no1)NC1CCCC1,0,-11,-4,-9,-5,-2,-4,6,-3
COc1ccc(CN(C)CC(=O)Nc2cccc3ccccc23)cc1F,-2,4,-2,8,-44,-4,-1,3,-5
Cc1c(Cc2ccccc2)c(=O)oc2c(CN(C)C)c(O)c(Cl)cc12,-2,-22,9,-15,5,1,-1,14,0
Cc1cccc2c(=O)cc(C)n(CC(=O)N3CCCCC3)c12,-5,3,2,-3,0,-13,0,2,4
Cc1nc(N2CCN(c3ccccn3)CC2)c2c(C)c(C(=O)N3CCN(c4cccc(Cl)c4)CC3)sc2n1,11,-5,-9,0,7,4,-2,8,3
CC(=O)c1c(C)nc(-c2ccc3c(c2)OCO3)n1O,-3,4,0,3,-7,0,-1,0,-3
Cc1ccc(C)c(N2CCN(S(=O)(=O)c3ccc(-c4ccc(=O)[nH]n4)o3)CC2)c1,-7,-9,2,-3,17,9,-1,3,1
COc1ccc(CC(=O)NC(C)c2ccc3ccccc3c2)cc1 (stereo not drawn),27,-6,4,-21,-13,0,1,3,-1
Cc1cc(=O)[nH]c(Nc2cccc(Br)c2)n1,-2,-12,11,-10,-5,2,-1,7,-2
c1ccc2c(c1)ncn2CCC1CCCCC1,4,-2,7,-4,-4,-5,1,7,-2
COc1cc(/C=N/NC(=O)/C(=C\c2ccc([N+](=O)[O-])cc2)NC(=O)c2ccccc2)cc(OC)c1O,18,-10,39*,6,20,3,-2,17,-2
COc1cc(C)nc(NS(=O)(=O)c2ccccc2)n1,-1,-12,-2,2,-10,2,-2,9,0
CCC(C)NC(=O)CN(c1ccc(OC)cc1)S(=O)(=O)c1ccc(NC(C)=O)cc1 (stereo not drawn),1,11,-11,13,4,-6,-7,-2,1
O=C(COc1ccc(Cc2ccccc2)cc1)c1ccc(F)cc1,5,-3,-1,-4,-5,-5,1,-4,0
COc1ccc(Cn2c(-c3ccc(OC)cc3)nc3c(c(=O)c4ccccc4n3C)c2=O)cc1,-10,12,-2,5,-16,/,-6,/,-4
C/C(CC(=O)Nc1ccc(C)c(Cl)c1)=N\NC(=O)Cc1ccccc1,-6,2,0,1,-20,7,0,8,-1
COC(=O)NCc1cc2cc(Cl)ccc2[nH]1,8,11,3,4,-14,4,-3,5,-2
COc1ccccc1NC(=O)NCCc1c[nH]c2ccccc12,4,-10,5,-6,-7,5,6,7,-3
Cc1ccc(NC(=O)Cn2sc3nc(C)cc(C)c3c2=O)c(Cl)c1,10,9,1,-6,-4,-3,0,5,0
O=C(C[n+]1cccc(CNC(=O)c2ccc(OC(F)F)cc2)c1)Nc1ccc(F)cc1,2,3,4,-6,-6,-1,1,-8,1
CCN1C(=O)[C@H]2[C@@H](c3ccc(-c4cc(C(C)=O)cs4)cc3)N3CCC[C@@]3(C(=O)OC)[C@H]2C1=O,-5,2,-1,7,-2,4,0,4,-6
O=c1c2ccccc2nnn1CSc1ccc2c(c1)OCCO2,3,11,2,5,2,-5,1,10,6
Cc1cccc(NS(=O)(=O)c2c(C)[nH]c(C)c2C(=O)N2CCCC2)c1,-1,-9,2,-16,11,4,0,-6,1
CC(=O)NS(=O)(=O)c1ccc2c(c1)C(=O)c1cc(S(=O)(=O)NC(C)=O)ccc1-2,6,-10,-1,-5,13,-5,0,5,4
CCCN1C(=O)c2cc(C(=O)NCc3ccc(OC)cc3)ccc2C1O (stereo not drawn),-7,6,0,-3,15,-3,-2,0,1
O=C(NCCCN1CCN(Cc2ccccc2)CC1)C1CCN(S(=O)(=O)N2CCCC2)CC1,2,-1,6,4,9,-2,-1,-4,3
CCOc1ccc(NC(=O)c2nccnc2CO)cc1,3,2,6,-11,3,0,1,3,-1
CN(Cc1nc(Cc2ccccc2F)no1)CC1(N2CCOCC2)CCCCC1,9,3,11,11,21,-3,2,0,-1
O=C(Nc1cccc(C(F)(F)F)c1)c1cc(-c2ccc(F)cc2)on1,-2,6,0,14,-8,-4,-3,3,6
Cc1ccc(C(Sc2ccccc2)C(Cn2cncn2)C(=O)c2ccccc2)cc1 (stereo not drawn),-7,-4,-9,1,1,-6,-7,-45,-7
CCN1C(=O)c2ccc(C(=O)Nc3ncc(C)s3)cc2C1=O,-3,-7,1,-6,0,-1,3,10,-6
O=C(NCc1ccc2c(c1)OCO2)c1cc(Cl)ccc1Cl,-1,-2,0,10,1,2,0,11,-6
CSCc1c(C(=O)OCC(=O)NC2CCCCC2)oc2ccccc12,/,/,-13,1,4,57*,-4,4,3
CC1(C)CC(=O)N(CC(=O)O)c2ccccc2S1(=O)=O,-2,-3,-2,-3,8,3,1,-1,-2
CCc1ccccc1N1CSC2=C(C#N)C(c3ccccc3F)CC(=O)N2C1 (stereo not drawn),8,2,8,18,6,2,1,6,-4
CCN(C(=O)C1CCN(S(=O)(=O)c2ccc3c(c2)oc(=O)n3C)CC1)c1cccc(C)c1,-2,7,5,5,-3,-13,-2,0,-1
CCCSc1nnc(CSc2nc(C)cc(C)n2)n1C,-4,-6,-1,11,5,4,-4,8,-2
CN(Cc1ccccc1)C(NC(=O)c1ccco1)C(Cl)(Cl)Cl (stereo not drawn),2,-11,4,2,-3,3,1,8,2
O=S(=O)(NCC1(N2CCOCC2)CCCCC1)c1ccc(F)cc1,-8,-8,-2,-6,-5,1,-2,1,0
COCC(C)N=C1SCCN1Cc1ccccc1 (stereo not drawn),1,-9,-1,-1,13,-5,-6,11,-5
COc1cccc(OC)c1OCCCCN1CCC(Cc2ccccc2)CC1,-6,2,5,4,-84,4,3,0,-1
O=C(NCCN1CCOCC1)c1ccc(CSCc2cccc(Cl)c2)o1,-4,-8,1,-3,-7,6,3,2,-6
O=C(c1ccco1)N1CCN(C(c2ccccc2Cl)c2nnnn2Cc2ccco2)CC1 (stereo not drawn),-3,-2,7,-9,2,3,4,7,4
CN(C)c1ccc(C(=O)N2CCN(c3cc(C(F)(F)F)nc4ccccc34)CC2)cc1,2,2,1,0,0,6,-1,8,-5

Going on with the list:
SMILES,GSTO1 counter,EBNA-1 inh,LYPLA2 counter,ZTA counter,PREPL inh,PAFAH2 FP inh,LYPLA1 counter,PAFAH1B3 FP inh,PAD4 inh
Cc1ccc(NC(=S)Nc2cccc3cnccc23)c(C)c1,2,2,7,7,25,2,0,5,-13
CCCC(=O)NC(=S)Nc1sc2c(c1C(N)=O)CCC2,5,-2,-2,-6,8,4,-2,4,-4
O=[N+]([O-])c1ccc(COc2ccccc2/C=N/O)cc1,-1,8,3,3,-21,-5,2,1,1
CCc1nnc(NS(=O)(=O)c2ccc(N/C=C\C(=O)c3ccc(F)cc3)cc2)s1,0,4,10,-4,11,15,0,10,-3
COc1ccc(C2NC(c3ccc(OC)cc3)C([N+](=O)[O-])C(C)(C)C2[N+](=O)[O-])cc1 (stereo not drawn),0,-13,-5,-4,1,8,-3,0,2

In the list so far, these contain a CF3 group.
SMILES,GSTO1 counter,EBNA-1 inh,LYPLA2 counter,ZTA counter,PREPL inh,PAFAH2 FP inh,LYPLA1 counter,PAFAH1B3 FP inh,PAD4 inh
O=C(Nc1cccc(C(F)(F)F)c1)c1cc(-c2ccc(F)cc2)on1,-2,6,0,14,-8,-4,-3,3,6
CN(C)c1ccc(C(=O)N2CCN(c3cc(C(F)(F)F)nc4ccccc34)CC2)cc1,2,2,1,0,0,6,-1,8,-5

An excerpt. The share of hits here may be higher or lower than overall.
